BAZ2B block: blocks human BAZ2B. Q9UIF8. AID 504333. AlphaScreen BAZ2B-H3K14Ac peptide displacement. 360,000 compounds, 4.4% hits. Potency, µM (top dose mostly 114 µM), for the others: at the highest dose activity change, negative = inhibition, usual class: inhibitors; further: on the % scale 0 is the no-effect control and ±100 the full control effect; nearly all actives have a fitted effect of over 60% in size
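AlphaScreen displacement: compounds (up to 110uM) incubated 30 min at room temperature with a preformed 50 nM BAZ2B/50 nM biotinylated H3K14Ac peptide complex in PBS pH 7.4 with Tween-20. Donor and acceptor beads at 10 ug/mL final added, 20 min light-protected before reading.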
Anesthetic bind: binds horse apoferritin like a general anesthetic | P02791 | apoferritin/1-aminoanthracene competitive binding, fluorescence | Potency, µM (titrated, usually from 77.5 µM), for inactives: top-dose activity change, negative = displacement, usual class: inhibitors | 350,000 compounds, 0.074% hits; further: on the % scale 0 is the no-effect control and ±100 the full control effect; nearly all actives have a fitted effect of over 20% in size
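Probe: 1-aminoanthracene (50% saturated, PBS). Protein: horse-spleen apoferritin, 10 uM. Incubation: 10 min, room temperature. Detection: 380 nm excitation, 535 nm emission. Analysis: normalized response, four-parameter Hill.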
POLB inh: inhibitors of human DNA polymerase beta. P06746. Pol beta primer extension/strand displacement, fluorescence kinetic. Potency, µM (doses to about 114 µM), for the others: at the top dose activity change, negative = inhibition, hits mostly inhibitors. 340,000 compounds, 1.3% hits; further: on the % scale 0 is the no-effect control and ±100 the full control effect
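Kinetic readout of DNA synthesis with strand displacement by Pol beta. Compound and 10 nM enzyme sit 15 min at room temperature; 50 nM substrate starts the reaction, read immediately and at 10 min.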
G9a inh: blocks human histone lysine methyltransferase G9a. Q96KQ7. G9a H3K9 monomethylation, AlphaScreen, 2 h. Potency, µM (highest dose often 102 µM), for inactives: at the top dose activity, negative = inhibition, usual class: inhibitors. 350,000 compounds, 8.8% hits. AID 504332; further: on the % scale 0 is the no-effect control and ±100 the full control effect; nearly all actives have a fitted effect of over 75% in size
Target sequence (Q96KQ7 913-1193 limits assumed): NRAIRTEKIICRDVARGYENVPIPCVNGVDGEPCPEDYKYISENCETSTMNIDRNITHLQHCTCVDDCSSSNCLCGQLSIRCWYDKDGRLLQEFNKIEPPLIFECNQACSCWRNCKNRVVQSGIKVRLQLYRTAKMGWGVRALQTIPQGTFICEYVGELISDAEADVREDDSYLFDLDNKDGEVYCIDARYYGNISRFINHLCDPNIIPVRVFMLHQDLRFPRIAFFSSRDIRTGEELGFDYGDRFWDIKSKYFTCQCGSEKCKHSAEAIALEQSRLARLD
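G9a (20 nM) was preincubated 15 min with compound, then reacted 2 h at room temperature with 500 nM biotin-H3K9 peptide and 20 µM SAM. Monomethyl-H3K9 detected by AlphaScreen using anti-H3K9me1 antibody.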
APE1 inh: blocks human APE1 abasic DNA cleavage. Potency, µM (top dose mostly 65.8 µM), for the others: top-dose activity change, negative = inhibition, usual class: inhibitors. AID 2517. recombinant APE1, TAMRA/BHQ-2 abasic DNA cleavage fluorescence. 350,000 compounds, 0.35% hits;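 further: plate controls were vehicle for no effect and reference inhibitor for full effect; nearly all actives have a fitted effect of over 55% in size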
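Endonuclease cleavage of a quenched abasic-site DNA duplex (50 nM) by APE1 (0.75 nM) was tracked by TAMRA dequenching. Compounds were preincubated with enzyme 15 min at room temperature; data normalized to buffer-only and DMSO wells plus NSC13755 control.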
Pol iota inh: DNA polymerase iota (human) inhibition; Q9UNA4; Pol iota fluorescent replication assay, 10 min; Potency, µM (highest dose often 115 µM), for inactives: top-dose activity, negative = inhibition, hits mostly inhibitors; 390,000 compounds, 1% hits; AID 588590
Target sequence (Q9UNA4 whole entry, looked up): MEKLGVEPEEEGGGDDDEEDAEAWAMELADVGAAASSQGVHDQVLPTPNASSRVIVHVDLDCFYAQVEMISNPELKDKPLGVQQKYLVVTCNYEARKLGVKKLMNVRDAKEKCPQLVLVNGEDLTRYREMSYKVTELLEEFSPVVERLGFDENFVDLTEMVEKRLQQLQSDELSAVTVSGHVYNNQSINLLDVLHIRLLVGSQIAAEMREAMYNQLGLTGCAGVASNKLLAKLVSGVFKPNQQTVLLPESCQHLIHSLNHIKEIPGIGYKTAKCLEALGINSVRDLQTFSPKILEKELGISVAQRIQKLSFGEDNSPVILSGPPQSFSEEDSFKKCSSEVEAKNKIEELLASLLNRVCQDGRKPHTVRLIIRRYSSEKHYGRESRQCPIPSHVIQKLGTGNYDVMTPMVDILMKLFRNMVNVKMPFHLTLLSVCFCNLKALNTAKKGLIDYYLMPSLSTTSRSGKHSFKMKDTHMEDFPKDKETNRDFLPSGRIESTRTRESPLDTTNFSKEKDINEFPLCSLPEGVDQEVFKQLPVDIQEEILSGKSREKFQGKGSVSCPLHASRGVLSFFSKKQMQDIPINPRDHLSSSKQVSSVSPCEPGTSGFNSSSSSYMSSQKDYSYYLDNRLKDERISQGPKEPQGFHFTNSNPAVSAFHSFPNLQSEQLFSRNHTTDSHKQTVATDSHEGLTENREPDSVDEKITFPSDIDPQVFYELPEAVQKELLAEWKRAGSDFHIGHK
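Pol iota at 10 nM preincubated 15 min with compounds at room temperature; reaction started with fluorescent substrate, 50 nM final. Fluorescence read kinetically at 0 and 10 min; buffer-only wells as negative control.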
Pol eta inh: inhibitors of human DNA polymerase eta; recombinant Pol eta, fluorescent DNA replication assay; Potency, µM (doses to about 114 µM), inactives show top-dose activity change, negative = inhibition, usual class: inhibitors; 390,000 compounds, 1.2% hits; further: on the % scale 0 is the no-effect control and ±100 the full control effect
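Pol eta (10 nM) was preincubated with compounds for 15 min at room temperature, after which fluorescent replication substrate (50 nM final) was added to start the reaction. Fluorescence was read kinetically at 0 and 10 min.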
POLK inh: DNA polymerase kappa (human) inhibition; Q9UBT6; purified Pol kappa, fluorescent DNA synthesis assay, 10 min; Potency, µM (highest dose often 107 µM), inactives show at the highest dose activity, negative = inhibition, most hits filed as inhibitors; 400,000 compounds, 0.53% hits; further: on the % scale 0 is the no-effect control and ±100 the full control effect
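10 nM Pol kappa preincubated 15 min at room temperature with compounds, then reaction started with substrate at 50 nM final. Fluorescence read kinetically at 0 and 10 min; buffer-only wells served as negative control.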
BLM inh: blocks DNA unwinding by human BLM helicase | P54132 | recombinant BLM DNA unwinding, fluorescence dequenching | Potency, µM (doses to about 56.1 µM), without a hit: at the top dose activity change, negative = inhibition, usual class: inhibitors | 350,000 compounds, 0.2% hits | AID 2528;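 further: plate controls were vehicle for no effect and no enzyme for full effect; nearly all actives have a fitted effect of over 35% in size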
Active calls of the source: *; ? = inconclusive; · = not tested or not shown; [ ] = remark or other dose. The call rests on the fitted dose curve; in most records, active means well fitted curve in the direction sought with a large enough effect; inconclusive means small, poorly fitted or top-dose-only effect, or another doubt; inactive means no such curve, though single readings can be large; an effect the other way counts as inactive or inconclusive. Potency means the concentration at half of the fitted maximal effect.

SMILES	BAZ2B block	Anesthetic bind	POLB inh	G9a inh	APE1 inh	Pol iota inh	Pol eta inh	POLK inh	BLM inh
Nc1c(C(=O)CSc2nncn2-c2ccccc2)c(=O)[nH]c(=O)n1C1CC1	-3%	·	·	?	13%	18%	-21%	-13%	·
COc1ccccc1C(=O)NCC(=O)OCC(=O)NNC(=O)c1ccc(Br)cc1	·	·	·	·	2%	52%[activator]	-6%	-11%	·
COc1ccc(Cn2c(O)c(C=Nc3ccccc3C(=O)O)c3ccccc3c2=O)cc1	79µM*	4%	?	·	-9%	?	20µM*	-45%	?
CC1(C)CC2CC(C)(CN2C(=O)c2cccs2)C1 (centres undefined)	-5%	?	-1%	?	-4%	?	-6%	10%	-4%
CCN(CC)c1ccc(-c2nn3c(-c4ccccc4OC)nnc3s2)cc1	6%	·	23%	-29%	-6%	4%	-18%	-6%	-16%
CCOC(=O)Cc1csc(NC(=O)Nc2ccc(F)cc2)n1	1%	-4%	5%	-15%	-10%	-28%[58.9 µM]	-9%	-2%	-5%
CC(C)C1(CCNC(=O)c2cccs2)CCOC(C)(C)C1 (centres undefined)	0%	-2%	14%	-36%	0%	8%	42%[activator]	2%	-3%
CCOC(=O)CN1C(=O)C(O)(CC(=O)c2cc(OC)ccc2OC)c2ccccc21 (centres undefined)	1%	-4%	1%	-9%[59 µM]	·	13%	-9%	-7%	-4%
COc1ccccc1CCC(=O)Nc1cccc(S(=O)(=O)N2CCCCCC2)c1	-6%	·	·	8%	-17%	19%	-19%	-16%	·
Cc1cccc(OCC(=O)N2CCOCC2)c1	-3%	-6%	28%	2%[59 µM]	-2%	-2%	-16%	-5%	0%
CCOc1ccc(S(=O)(=O)c2cn(CC)c3ccc(F)cc3c2=O)cc1	-20%	-12%	33%	-1%[59 µM]	·	26%	-12%	-13%	-1%
Cc1cccc(/C(N)=N/OC(=O)c2ccncc2)c1	15%	-15%	0%	·	1%	-6%	-9%	6%	4%
CC(C)C(CCNCc1ccccn1)c1ccc(Cl)cc1 (centres undefined)	50µM*	-5%	91%	?	9%	7%	-8%	-18%	-1%
Cc1cccc(OCC(=O)NNC(=O)CCN2CCN(c3ccccc3)CC2)c1C	·	·	·	·	15%	18%	0%	-6%	·
COCCNC(=O)C(c1ccncc1)N(Cc1ccccc1)C(=O)Cn1nnc2ccccc21 (centres undefined)	-19%	-7%	14%	?	2%	-2%	-3%	-6%	-9%

3 entries already listed, sorted by the value under Pol eta inh, rising.
| Compound | Pol eta inh |
| --- | --- |
| COc1ccccc1CCC(=O)Nc1cccc(S(=O)(=O)N2CCCCCC2)c1 | -19% |
| Cc1cccc(OCC(=O)N2CCOCC2)c1 | -16% |
| Cc1cccc(OCC(=O)NNC(=O)CCN2CCN(c3ccccc3)CC2)c1C | 0% |

Other structures follow.
SMILES	BAZ2B block	Anesthetic bind	POLB inh	G9a inh	APE1 inh	Pol iota inh	Pol eta inh	POLK inh	BLM inh
COc1ccc(NC(=O)Cn2cc(C#N)c3ccccc32)cc1	-10%	3%	0%	4%	-11%	100%[activator]	-11%	-18%	-5%
COc1ccc(C(=O)Nc2ccc(S(=O)(=O)Nc3nccc(C)n3)cc2)cc1OC	3%	-6%	15%	?	-4%	30%	1%	-4%	-15%
N#CC1=C(N)NC(SCc2ccc(F)cc2)=C(C#N)C12CCCCC2	?	-4%	2%	7%[12.7 µM]	-7%	-2%	-14%	0%	-13%
Nc1ncnc2c1ncn2[C@@H]1O[C@H](CNCc2ccc(OCc3ccccc3)cc2)[C@@H](O)[C@H]1O	·	·	·	·	56%	-18%	-6%	-9%	·
Cc1ccc(/C=C2\Oc3c(ccc(O)c3CN3CCN(CCO)CC3)C2=O)cc1	5%	640%[activator]	14%	4%	9%	-9%	1%	-22%	-8%
CC(=O)Nc1ccc(NC(=O)c2cc([N+](=O)[O-])cc([N+](=O)[O-])c2)cc1	?	-4%	3%	50µM*	-4%	22%	-17%	-17%	-9%
COc1ccc(CC(=O)O/N=C(\N)c2ccncc2)cc1	-3%	-4%	-13%	6%	-3%	-9%	-18%	5%	2%
CCc1ccc(NC(=O)Nc2ccon2)cc1	-2%	-10%	2%	·	4%	21%	-6%	-3%	-6%
COc1ccc(/C=C2\SC(=S)N(CCCCCC(=O)Nc3cc(C)on3)C2=O)cc1OC	-13%	-5%	10%	1%	-5%	12%	-5%	5%	-5%
CCCS(=O)(=O)N1CCC(C(=O)N2CCC(Cc3ccccc3)CC2)CC1	0%	-9%	48%	32%[0.501 µM]	-3%	9%	-8%	-4%	-2%
O=C(CCc1ccccc1)NNC(=S)NCCc1ccccc1	-10%	-5%	-23%	-11%	-6%	-17%	6%	-6%	-3%
CCOc1ccccc1NC(=S)N1CCCCCC1	0%	-13%	53%	-5%	11%	48%[activator]	-19%	-1%	-2%
COc1ccc(N2CC(C(=O)Nc3ccc(NC(C)=O)cc3)CC2=O)cc1 (centres undefined)	5%	1%	7%	23%[59 µM]	·	5%	-12%	2%	0%
O=C(Oc1ccc2c(c1)OCO2)c1cc2c(s1)CCC2	-126%	?	10µM*	-31%[59 µM]	?	5µM*	4µM*	20µM*	3%
Cc1cc([N+](=O)[O-])ccc1NC(=O)Cc1ccc(F)cc1	5%	8%	46%	-11%[59 µM]	3%	-28%	-7%	-19%	0%

The closing four records of the section above come first, to join the parts.
SMILES	BAZ2B block	Anesthetic bind	POLB inh	G9a inh	APE1 inh	Pol iota inh	Pol eta inh	POLK inh	BLM inh
CCOc1ccccc1NC(=S)N1CCCCCC1	0%	-13%	53%	-5%	11%	48%[activator]	-19%	-1%	-2%
COc1ccc(N2CC(C(=O)Nc3ccc(NC(C)=O)cc3)CC2=O)cc1 (centres undefined)	5%	1%	7%	23%[59 µM]	·	5%	-12%	2%	0%
O=C(Oc1ccc2c(c1)OCO2)c1cc2c(s1)CCC2	-126%	?	10µM*	-31%[59 µM]	?	5µM*	4µM*	20µM*	3%
Cc1cc([N+](=O)[O-])ccc1NC(=O)Cc1ccc(F)cc1	5%	8%	46%	-11%[59 µM]	3%	-28%	-7%	-19%	0%
COc1ccc(OC)c(NC(=O)c2cc(-c3ccc(C)cc3O)n[nH]2)c1	-10%	4%	?	4%[12.7 µM]	10%	7%	-10%	-4%	-8%
Cn1ncc(Br)c1C(=O)NC12CC3CC(CC(C3)C1)C2	7%	?	?	-7%	3%	-2%	?	-2%	-1%
Cc1ccc(C(=O)Nn2cnc3scc(-c4cccs4)c3c2=O)c(O)c1	-9%	?	16%	?	5%	7%	-6%	3%	-7%
COc1cc(NC(=O)CCc2c(C)nc3c4c(C)cc(C)nc4nn3c2C)cc(OC)c1	-28%	-10%	?	?	·	-19%	?	0%	-15%
COc1ccccc1NC(=O)C1=C(C)NC2=C(C(=O)CCC2)C1c1ccc(C)o1 (centres undefined)	-6%	8%	1%	50µM*	3%	-8%	-4%	-3%	-2%
CC1CC(C)CN(C(=O)COC(=O)C2CCN(S(=O)(=O)c3ccc4c(c3)OCCO4)CC2)C1 (centres undefined)	8%	·	·	?	7%	10%	-3%	-14%	·
CCCNc1nc2c(c(=O)n(C)c(=O)n2C)n1CCCc1ccccc1	-32%	-4%	2%	39%[12.7 µM]	20%	11%	-16%	12%	-4%
CCSc1ccccc1C(=O)Nc1ccc(-c2nc3ccccc3s2)c(O)c1	8%	164%[activator]	-4%	17%[59 µM]	·	15%	-14%	-7%[60.1 µM]	-5%
Cc1ccc(C(=O)OCC(=O)N2CCCCCC2)cc1S(=O)(=O)N1CCOCC1	·	·	·	·	18%	1%	-1%	-2%	·
Cc1ccc(NC(=O)Nc2cccc([N+](=O)[O-])c2)cc1F	10%	-1%	-18%[57.1 µM]	-5%	-3%	158%[activator]	-15%	-9%	-7%
COc1ccc(OC)c(S(=O)(=O)N2CCCC2C(=O)NC(C)c2ccccc2)c1 (centres undefined)	7%	-3%	41%	·	-11%	44%[activator]	-12%	3%	0%
CC(C)NCC(=O)C12CC3CC(CC(C3)C1)C2	-1%	1%	2%	-46%	0%	12%	-18%	-16%	2%
Cc1oc(=O)cc(OCc2ccccc2)c1C	·	·	·	·	17%	14%	-14%	7%	·
Cn1nc(-c2ccccc2)c(C(=O)Nc2ccc(C(F)(F)F)cc2)c1Cl	-7%	-4%	28%	27%[2.33 µM]	-7%	3%	-9%	-6%	1%
CCOc1ccc(C(c2c(O)cc(C)n(CCOC)c2=O)N2CCN(c3ccc(F)cc3)CC2)cc1 (centres undefined)	3%	-10%	1%	18µM*	·	9%	-8%	-8%[60.1 µM]	-1%
CCCCCn1c(=O)[nH]c2cc(C(=O)N3CCN(C(=O)OCC)CC3)ccc2c1=O	-10%	-6%	21%	19%	25%	5%	-2%	-6%	-2%
O=C(OCC(=O)N1CCN(c2ccccc2)CC1)c1ccccc1[N+](=O)[O-]	-3%	·	·	23%[0.501 µM]	-6%	7%	-14%	-4%	·
CC(C)c1ccccc1NC(=O)c1ccc2ncsc2c1	?	1%	8%	?	13%	9%	-4%	-3%	0%
c1cc(-c2noc(CC3CCCCC3)n2)ccn1	6%	?	8%	38%	1%	2%	9%	-1%	-2%
CC1=C(C(=O)Nc2ccc([N+](=O)[O-])cc2)C(c2cccc(C(F)(F)F)c2)NC(=S)N1c1ccccc1 (centres undefined)	-36%	-20%	-1%	-3%	-5%	-6%	-1%	-9%	-12%
COc1cc(NS(=O)(=O)c2ccc(NC(=O)C(C)Oc3ccc(Cl)cc3Cl)cc2)nc(OC)n1 (centres undefined)	-6%	-13%	-2%	?	·	-2%	-7%	-25%	-4%
Cc1cccc(-n2nnc(-c3nc(-c4cccs4)no3)c2N)c1C	0%	3%	-16%	9%[59 µM]	·	?	-28%	-20%	-4%
O=C(C[n+]1cccc(CNC(=O)c2ccc(OC(F)F)cc2)c1)Nc1ccc(SC(F)F)cc1	-17%	-5%	-4%	?	1%	13%	-23%	-3%	1%
CC(=O)NCCNC(=O)c1ccc(NC2=NC3CS(=O)(=O)CC3S2)cc1 (centres undefined)	3%	-1%	-16%	·	-1%	52%[activator]	-19%	-6%	-2%

Assay outcomes from PubChem.

Not all compounds are listed; rates above refer to the full screens.
